TRPML3 ag: human mucolipin-3 channel agonism; Q8TDD5; HEK293 TRPML3-YFP, Fluo-8 calcium fluorescence; 100% = the carbachol control signal; activation, % at 3 µM; 0.29% of 220,000 active;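 active = activation above its plate's cutoff, the mean activation of the plate's test wells plus 3 SD, cut at about 12% in these data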;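 note: 0% = DMSO only wells and 100% = carbachol wells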
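Material: HEK293 cells stably carrying human TRPML3-YFP; compound dosing: single dose, 3 µM final nominal compound, 0.3% DMSO final; incubation: 1-h 37 °C dye load, 5-s basal, 120-s post-compound reads; technique: Fluo-8 intracellular calcium fluorescence, excitation 470-495 nm, emission 515-575 nm; read-out basis: percent activation from peak-to-basal fluorescence ratio, scaled between DMSO and carbachol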
CHOP inh: blocks CHOP induction under ER stress. CHO-K1 CHOP-promoter luciferase, tunicamycin-induced, 15-18 h. inhibition, % at 10 µM. 3.8% of 220,000 active;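 active = compounds that reduced the stress-induced luciferase reporter signal by more than about 70% of percent inhibition, limit read from the data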;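 note: 0% = tunicamycin plus vehicle and 100% = wells without tunicamycin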
Wee1 stabilizer: blocks degradation of human Wee1 kinase; P30291; HeLa Luc-Wee1K328M stability, luciferase luminescence; 100% = proteasome inhibitor MG132 effect; reporter increase, % at 5 µM; 1.2% of 220,000 active; AID 1321;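 active = activation above the mean of all tested compounds plus 3 SD, set per screening run, cut at about 8.8% in these data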;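 note: cells exposed to compound for 20 h before luminescence read; 0% = DMSO alone and 100% = MG132 at 30 µM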
Target sequence (P30291 whole entry K328M): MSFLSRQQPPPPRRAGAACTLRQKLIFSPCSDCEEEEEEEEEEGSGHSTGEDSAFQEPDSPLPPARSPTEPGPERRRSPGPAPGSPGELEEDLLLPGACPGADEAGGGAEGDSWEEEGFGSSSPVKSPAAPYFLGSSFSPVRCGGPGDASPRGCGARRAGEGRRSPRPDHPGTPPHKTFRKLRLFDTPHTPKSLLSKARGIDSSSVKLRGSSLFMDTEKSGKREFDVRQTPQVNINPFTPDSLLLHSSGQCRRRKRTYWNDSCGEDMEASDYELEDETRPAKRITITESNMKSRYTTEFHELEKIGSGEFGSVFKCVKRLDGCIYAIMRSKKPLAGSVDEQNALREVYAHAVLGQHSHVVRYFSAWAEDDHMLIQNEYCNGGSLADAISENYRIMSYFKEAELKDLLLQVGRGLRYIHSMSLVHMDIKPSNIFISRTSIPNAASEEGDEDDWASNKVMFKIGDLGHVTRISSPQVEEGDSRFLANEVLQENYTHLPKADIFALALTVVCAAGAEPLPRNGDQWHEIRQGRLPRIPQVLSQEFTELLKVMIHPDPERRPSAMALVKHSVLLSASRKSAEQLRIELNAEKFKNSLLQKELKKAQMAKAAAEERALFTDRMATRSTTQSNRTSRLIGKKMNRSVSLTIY
TNF necrop inh: inhibitors of TNF-alpha induced necroptosis in Jurkat FADD-/- cells | 0.068% of 220,000 active | activation (protection from cell death), % at 10 µM | Jurkat FADD-/- TNF necroptosis rescue, ATP luminescence, 24 h; 0 = TNF only, 100 = no-TNF cells | AID 463075;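 active = activation, meaning protection from cell death, of at least 50% relative to plate controls; inactive = activation below 50%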;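 note: necroptosis triggered by 40 ng/mL TNF-alpha added together with compound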
BaF3 tox: parental Ba/F3 viability inhibition as JAK2V617F counter-screen | CellTiter-Glo ATP luminescence | 1.1% of 220,000 active | inhibition, % at 5.6 µM;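 active = inhibition above a per-campaign cutoff, the mean inhibition of all tested compounds plus 3 SD, cut at about 27% in these data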;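 note: 0% = DMSO wells and 100% = JAK Inhibitor I control wells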
PPC-1+TRAIL kill: kills PPC-1 cancer cells in the presence of TRAIL. PPC-1 cells + TRAIL, ATPLite viability luminescence. cell killing (% activity), % at 4 µM. 0.41% of 220,000 active;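 active = cell killing above 50% in the first pass at 4 µM, then a duplicate retest at 5 µM averaging 50% or more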;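 note: plate controls were cells with TRAIL plus DMSO for no effect and medium-only wells lacking cells for full effect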
Ba/F3 V617F tox: lowers viability of Ba/F3 cells expressing EpoR and JAK2V617F | ATP luminescence | inhibition, % at 5.6 µM | 1.1% of 220,000 active | AID 1446;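 active = inhibition above the campaign mean plus 3 SD over all tested compounds, cut at about 24% in these data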;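 note: cytokine-independent growth of Ba/F3 cells driven by EpoR plus mutant JAK2; 0% = DMSO-treated cells and 100% = JAK inhibitor I control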
RBBP9 inh: blocks human serine hydrolase RBBP9; inhibition, % at 7.94 µM; 0.2% of 220,000 active; recombinant RBBP9, FP-Rh probe fluorescence polarization; AID 1515; O75884;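 active = inhibition above the campaign mean of all tested compounds plus 3 SD, cut at about 14% in these data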;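 note: plate controls were DMSO wells with RBBP9 for no effect and wells lacking RBBP9 protein for full effect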
Target sequence (O75884 whole entry, looked up): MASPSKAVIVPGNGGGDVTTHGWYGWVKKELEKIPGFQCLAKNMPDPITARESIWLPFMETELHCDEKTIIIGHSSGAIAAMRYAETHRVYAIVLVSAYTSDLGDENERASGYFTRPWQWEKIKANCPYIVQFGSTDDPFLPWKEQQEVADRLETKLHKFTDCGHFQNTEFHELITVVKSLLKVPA
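Measured by: FP readout at 525/598 nm; material: recombinant human RBBP9; also added: Serine-hydrolase probe FP-Rh, 375 nM pre-mixing; medium: Tris buffer pH 8.0, NaCl, Pluronic; replication: one well per compound; doses: one concentration, 7.94 µM nominal, 0.794% DMSO; timing: preincubation 30 min plus labeling 45 min at 25 °C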
TRPN1 ag: activates the zebrafish TRPN1 channel | AID 1424 | 0.18% of 220,000 active | activation, % at 3 µM | HEK293 zebrafish TRPN1-YFP, Fluo-8 calcium fluorescence; 100% = response to 87 µM carbachol;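 active = activation above its plate's cutoff, the mean activation of test wells on that plate plus 3 SD, cut at about 19% in these data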;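 note: 0% = DMSO alone and 100% = 87 µM carbachol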
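Material: zebrafish TRPN1-YFP in HEK293 cells. Doses: one dose of 3 µM, 0.3% DMSO. Incubation: dye 1 h 37 °C plus 30 min RT. Measured by: intracellular calcium fluorescence with Fluo-8.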
* marks the source's active call; other numbers are inactive results; [ ] = remark or other dose.

molecule	TRPML3 ag	CHOP inh	Wee1 stabilizer	TNF necrop inh	BaF3 tox	PPC-1+TRAIL kill	Ba/F3 V617F tox	RBBP9 inh	TRPN1 ag
CCOC(=O)NC(=O)/C(N=Nc1cccc(C(F)(F)F)c1)=C(\C)O	-0.3	-12	-2	1.7	1	4	1	-5	0.2
CC(=O)Nc1cccc(NC(=O)CSc2ccc3nnc(CCNC(=O)c4ccccc4)n3n2)c1	0.9	3	-2	0.7	8	23	0	-3	1.1
CCCc1nc2sc3c(c2c(=O)n1NC(=O)CCCl)CCCC3	0.4	53	-1	0.3	5	-2	2	1	-0.8
Cc1cc(C)c(NC(=O)CS(=O)CC(=O)Nc2ccc(F)cc2F)c(C)c1 (configuration not stated)	0.5	1	-1	-0.1	-16	14	1	-7	-0.1
COc1cc(NC(=O)c2ccccc2)c(OC)cc1NC(=O)CN1CCCCC1	0.0	1	1	2.0	-2	14	-1	-5	0.3
Cc1ccc(NC(=O)c2cc(S(=O)(=O)N3CCCCC3)ccc2N2CCOCC2)cc1F	1.1	26	-2	-2.9	3	-12	3	4	-0.3
OCC1(c2cc(C(F)(F)F)n[nH]2)CCCCC1	0.8	31	-1	-0.2	4	16	3	-3	0.8
COCCCN(C(=S)Nc1cc(C)cc(C)c1)C(C)c1ccncc1 (configuration not stated)	0.6	17	-2	0.6	6	-14	-2	-1	2.2
O=C(NNC(=O)c1ccncc1)Nc1ccc([N+](=O)[O-])cc1	1.1	24	-3	0.4	8	27	2	-2	2.8
COc1ccc(C(=O)/C=C/C(=O)N(Cc2ccc3c(c2)OCO3)C(C(=O)NC2CCCCC2)c2ccncc2)c(O)c1 (configuration not stated)	-1.0	21	-1	-1.7	4	21	0	-9	-0.3
Cc1ccc(S(=O)(=O)N=S(CCO)CCO)cc1	0.4	1	-3	1.5	5	-1	3	-4	3.4
COc1ccc(S(=O)(=O)Nc2cc(C)on2)cc1OC	-0.1	1	-1	-0.6	2	9	-2	1	1.0
Cc1csc(SCC(=O)Nc2c(C)n(C)n(-c3ccccc3)c2=O)n1	1.0	-2	0	1.1	-1	29	-6	0	0.0
CCC(C)NS(=O)(=O)c1cccs1 (configuration not stated)	1.2	4	-3	0.9	10	7	5	2	1.7
CCc1ccccc1NC(=O)C1NC(=O)CC1c1ccccc1 (configuration not stated)	0.2	19	1	1.9	4	22	2	-11	0.6
COc1ccc(C)cc1NC(=O)CN1CCN(CC(=O)Nc2ccccc2F)CC1	0.4	79*	-2	-0.5	3	6	-1	-9	-0.3
Cc1noc(C)c1CSc1nnc(-c2cc(Cl)ccc2Cl)n1N	-0.3	16	2	0.3	2	9	-3	-6	-2.5
Cc1ccccc1NC(=O)NC(N)=O	-0.3	10	14*	-0.6	4	9	0	-9	-0.7
O/N=C/CCn1c(=S)sc2ccccc21	-0.4	33	-2	3.0	2	5	-2	-2	0.0
CC(=O)N/N=C(\C)c1ccc(Br)cc1Br	0.6	1	1	0.2	0	-15	-2	8	0.6
COC(=O)Cn1c(=O)c2c(n(Cc3ccccc3)c1=O)N/C(=C/c1ccc(OC)cc1)C2=O	0.5	-11	5	0.4	-8	10	3	0	-0.4
Cc1nn(Cc2ccccc2)c(Cl)c1/C=C/C(=O)OCC(=O)N(C)C1CCS(=O)(=O)C1 (configuration not stated)	1.2	8	0	0.3	3	-8	1	-4	1.8
COc1ccc(Br)cc1C(=O)Nc1ccc(O)cc1	-0.2	22	9	-4.3	26	24	14	-4	-0.8
Cc1cc(N2CCN(C)CC2)nc2ccc(NC(=S)N3CCCCCC3)cc12	0.7	17	3	4.3	8	6	0	-5	1.8
COc1ccc(CCn2c(N)c(C(=O)NCc3ccco3)c3nc4ccccc4nc32)cc1OC	0.6	-42	-1	-8.3	3	11	-2	-10	1.5
COCCNC(=S)NNc1ccc(Cl)c(C(=O)O)c1	-0.1	3	1	0.2	1	8	-3	0	0.1
O=C(c1ccc(NC(=S)Nc2ccc(F)cc2F)cc1)N1CCOCC1	1.1	6	1	-0.8	6	12	4	2	0.6
CCOC(=O)Cn1c(Br)nc2c1c(=O)[nH]c(=O)n2C	0.2	8	-2	0.3	2	7	-1	-5	-1.4
CCCC(=O)Nc1nc2nc(C)cc(=O)n2[nH]1	1.3	41	3	0.8	3	-2	0	-7	0.5
CCc1nnc(NC(=O)c2ccc(-c3ccc([N+](=O)[O-])cc3Cl)o2)s1	-0.2	56	-1	0.7	3	-21	-1	1	-1.8
CCc1ccc(/C=N/NC(=O)c2ccccn2)cc1	1.3	28	-2	-9.5	-3	72*[5 µM]	1	6	1.9
Cc1ccc(Cl)cc1N1CCN(C(=O)CCC(=O)O)CC1	0.8	-13	1	-0.4	2	-3	1	-6	1.1
O=C(c1cc2cc([N+](=O)[O-])ccc2s1)N1CCOCC1	0.6	18	0	0.2	4	-1	-1	-10	1.8
CCOC(=O)N1CCC(NC(=O)c2cc(C(=O)NCc3ccc(F)cc3)ccc2CO)CC1	1.0	9	-2	-1.8	-1	22	-1	-9	0.9
C=CCNc1nc(N)c(C(=C(C#N)C#N)c2ccc(Br)cc2)s1	0.5	81*	0	1.9	6	6	3	-5	-0.6
CC(C)CC(NC(=O)c1ccccc1)C(=O)N/N=C/c1ccco1 (configuration not stated)	7.0	30	-4	0.9	2	19	0	-8	2.1
Cc1cc(C)cc(NC(=O)CSc2nc3ccncc3[nH]2)c1	0.1	26	-1	0.7	3	18	0	-9	-0.8
CCOC(=O)c1cnc(SC2CC(=O)N(c3cccc(OC)c3)C2=O)nc1N (configuration not stated)	-0.5	9	-2	-2.3	3	-19	2	3	0.6
Cc1c(Cl)cccc1NC(=O)Nc1cc(C(C)(C)C)nn1C	0.1	40	-4	10	-5	-22	-1	-2	2.1
Cc1ccc2[nH]c(=O)c(CN(C(=O)c3cccc([N+](=O)[O-])c3)C(C)C)cc2c1	0.5	23	-4	-0.9	-3	10	-2	-1	0.4
c1ccn2cc(C34CC5CC(CC(C5)C3)C4)nc2c1	-0.5	40	4	1.3	5	17	-1	1	-2.2
Cc1cc(C)nc(Oc2ccc(Br)cc2Br)n1	-0.6	11	9.1*	-1.2	1	15	0	-12	-1.2
Cc1ccc(NC(=O)c2cc(=O)n(Cc3ccccc3)c(=O)[nH]2)cc1C	-0.1	22	1	0.9	3	-26	4	-20	0.6
COc1ccc(OC)c(NC(=O)C2CCN(S(=O)(=O)c3cccs3)CC2)c1	0.3	1	3	0.9	10	19	6	-8	0.2
c1nc2sc3c(c2c2nnnn12)CCC3	0.6	3	0	1.4	-1	7	-3	1	0.2
CCCCNC(=O)C1CC(=O)N(c2ccc(OC)cc2)C1c1ccc(OC)cc1 (configuration not stated)	-0.2	-29	-1	-0.1	4	33	-1	-6	-0.1
COc1ccc(C(=O)NC(=S)NCc2cccnc2)cc1[N+](=O)[O-]	0.2	22	1	-0.1	9	20	-1	-1	-0.5
O=C(NCc1ccc2c(c1)OCO2)c1ccccc1	0.4	-3	0	0.2	1	-21	3	-8	0.4
O=C(COC(=O)C1(c2ccccc2F)CCCC1)N1CCN(C(=O)c2ccco2)CC1	0.9	13	-3	-1.0	2	1	-1	-2	3.5
O=C1CCC(C(=O)OCc2ccccc2)N1 (configuration not stated)	1.2	28	3	-0.4	4	-13	3	-9	0.5
CCCNCc1cc(OC)c(OCC(=O)NCCc2ccccc2)cc1Br	0.3	-7	2	2.0	3	5	-2	-5	2.4
C=CCOC(=O)C1=C(C)NC(SC)=C(C#N)C1c1ccc(OCC)cc1 (configuration not stated)	0.5	95*	-1	-0.6	6	0	1	-7	0.5
CCOc1cc(S(=O)(=O)NCc2ccccn2)ccc1Cl	-0.2	8	-1	0.3	5	28	0	-8	-0.3
O=C(COC(=O)CNS(=O)(=O)/C=C/c1ccccc1)NC1CCS(=O)(=O)C1 (configuration not stated)	0.7	35	0	1.1	6	-14	-4	0	0.1
Cc1nnc(SCC(=O)NC23CC4CC(CC(C4)C2)C3)n(N)c1=O	0.3	16	1	3.1	7	16	3	-6	1.8
O=C(CC1Sc2ccccc2NC1=O)NCc1ccc(Cl)cc1 (configuration not stated)	0.5	24	-2	-0.4	7	14	6	-3	0.6

Remaining list, next part.
molecule	TRPML3 ag	CHOP inh	Wee1 stabilizer	TNF necrop inh	BaF3 tox	PPC-1+TRAIL kill	Ba/F3 V617F tox	RBBP9 inh	TRPN1 ag
O=[N+]([O-])c1cc(Cl)ccc1NCCNS(=O)(=O)c1ccccc1	0.4	21	-2	-0.4	10	22	2	-7	-1.4
Cn1c(NC(=O)C2CC2)cc(=O)n(C)c1=O	0.0	-15	-2	0.6	11	18	-1	-1	-0.8
O=C(CSc1nnc(-c2c[nH]c3ccccc23)o1)N1c2ccccc2CCc2ccccc21	0.7	69	-1	-13	5	24	1	-29	0.6
Cc1cccc(NC(=O)C2(C)CC3c4ccccc4C2c2ccccc23)c1C (configuration not stated)	-0.2	-5	0	0.6	8	8	0	-1	-1.6
OCCN1CCN(C(=S)c2ccc(Br)cc2)CC1	0.3	14	-4	-1.6	3	6	1	-6	0.5
Cc1ccc(S(=O)(=O)N(CCC(=O)Nc2ccc(OC(F)(F)F)cc2)c2ccccc2)cc1	0.7	83*	1	1.9	1	25	-3	-3	-1.8
Cc1cc(C(=O)C(C)Sc2cccc[n+]2[O-])c(C)n1-c1ccc(Cl)cc1 (configuration not stated)	2.5	14	2	-2.0	1	-4	1	-5	2.4
CCOCCCNC(=S)Nc1cc(OCC)c(NC(=O)c2ccco2)cc1OCC	0.2	11	-1	0.4	7	1	-2	4	1.0
CCN(CC)CCCNC(=O)c1cc(-c2ccc(O)cc2)on1	1.0	17	-3	0.5	2	-10	0	-4	2.5
CCn1c(CSCc2ccc(Cl)cc2)nnc1SCC(=O)Nc1cccc(C(=O)O)c1	0.2	39	2	-0.5	3	-3	4	-2	-0.2
COc1ccc(C2CC(c3ccccc3)=NN2C(=O)COC(=O)c2cccnc2Cl)cc1 (configuration not stated)	0.6	16	-1	5.9	9	15	8	-10	1.3
COc1ccccc1NC(=O)N1CCC(c2nc3ccccc3o2)CC1	1.2	-5	1	-1.4	6	12	-1	-4	1.5
COc1cc2[nH]c(=S)nc(NCCCOC(C)C)c2cc1OC	0.4	-9	2	-12	8	34	4	3	0.4

Assay outcomes deposited in PubChem BioAssay by several laboratories.

Compounds were not picked by outcome. Share with any hit: about 6.8%.
